Screens (PubChem BioAssay)
Integrin act MD: activates integrin-mediated alleviation for muscular dystrophy; hit rate 0.064% among 350,000; alpha7betagal myoblasts, beta-gal FDG fluorescence, 48 h; Potency, µM (titrated, usually from 38.3 µM), inactives show at the highest dose activation, most hits filed as activators;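 note: potency is the fitted concentration of half-maximal effect; 100% = response of the positive control SU9516; nearly all actives have a fitted effect of over 60% in size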
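Alpha7betagal+/- myoblasts (passage 13) were plated 16-24 hr, then exposed to compounds (1:260 dilution of DMSO stock) for 48 hours at 37C. After MPER lysis, β-galactosidase reporter activity was read as FDG fluorescence (ex 480/em 540) after 30 minutes.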
TRPV1 ag: human TRPV1 agonism. hit rate 0.19% among 320,000. activation, % at 8.33 µM. Q8NER1. TRPV1-expressing cells, Fluo-8 calcium influx, agonist mode. AID 540275; in the data active = activation above about 80%; inconclusive = between about 30% and that limit; note: 0% is about no effect
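Fluo-8 calcium influx in TRPV1-expressing cells, kinetic read (ex 480/em 520 nm). Compound added and read 3 min for agonist activity, followed by capsaicin at EC20 final and 2 min further read for enhancement.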
KCNH2 WT inh: KCNH2 (human, wildtype) channel inhibition | Q12809 | U2OS, BacMam KCNH2, thallium flux FluxOr; stronger effect = lower value | activity change, % at 1.84 µM | hit rate 0.37% among 340,000 | AID 720551;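 active = maximum activity change below -70%; inconclusive = maximum activity change between -70% and -50%; inactive = maximum activity change above -50%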; note: % is set by controls: 0 for no effect and ±100 for the full control effect
Target sequence (Q12809 whole entry, looked up): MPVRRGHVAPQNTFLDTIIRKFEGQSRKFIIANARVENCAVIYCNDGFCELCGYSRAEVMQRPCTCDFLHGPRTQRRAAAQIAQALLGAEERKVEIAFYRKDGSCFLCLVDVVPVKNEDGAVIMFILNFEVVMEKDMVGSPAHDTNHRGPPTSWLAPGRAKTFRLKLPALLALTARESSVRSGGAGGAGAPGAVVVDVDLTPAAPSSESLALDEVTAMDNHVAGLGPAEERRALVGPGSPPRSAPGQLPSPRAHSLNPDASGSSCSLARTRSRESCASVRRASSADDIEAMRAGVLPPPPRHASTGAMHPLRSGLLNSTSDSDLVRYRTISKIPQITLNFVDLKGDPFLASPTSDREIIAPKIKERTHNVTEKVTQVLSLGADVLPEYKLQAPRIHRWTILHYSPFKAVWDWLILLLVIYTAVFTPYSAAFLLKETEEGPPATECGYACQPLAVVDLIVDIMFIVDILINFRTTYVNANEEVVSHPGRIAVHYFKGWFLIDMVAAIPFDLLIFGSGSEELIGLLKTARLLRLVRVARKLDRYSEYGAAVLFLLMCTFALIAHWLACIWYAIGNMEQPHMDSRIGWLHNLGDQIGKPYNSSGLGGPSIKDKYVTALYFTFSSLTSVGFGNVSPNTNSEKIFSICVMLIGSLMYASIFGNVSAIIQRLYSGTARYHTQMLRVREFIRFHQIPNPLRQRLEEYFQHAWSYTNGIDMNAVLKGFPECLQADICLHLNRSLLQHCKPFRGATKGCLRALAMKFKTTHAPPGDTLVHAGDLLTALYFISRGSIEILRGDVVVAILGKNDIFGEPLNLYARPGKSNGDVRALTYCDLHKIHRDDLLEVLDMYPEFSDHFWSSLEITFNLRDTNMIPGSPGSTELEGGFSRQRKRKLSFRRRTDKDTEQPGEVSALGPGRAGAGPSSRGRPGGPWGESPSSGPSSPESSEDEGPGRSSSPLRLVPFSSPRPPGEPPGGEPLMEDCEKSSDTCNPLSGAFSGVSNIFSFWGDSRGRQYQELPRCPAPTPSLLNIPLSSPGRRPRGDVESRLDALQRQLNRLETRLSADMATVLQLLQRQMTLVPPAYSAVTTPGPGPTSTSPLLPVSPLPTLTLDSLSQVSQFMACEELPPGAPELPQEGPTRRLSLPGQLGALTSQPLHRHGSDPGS
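U2OS cells transduced with wild-type KCNH2 virus are loaded with FluxOr dye for 45 min, and thallium flux is measured in kinetic reads before and after stimulation buffer. Rate constants are normalized to DMSO controls.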
GALK inhibitor: inhibitors of human galactokinase. P51570. Purified GALK, Kinase-Glo residual ATP luminescence. Potency, µM (highest dose often 57.5 µM), for inactives: at the highest dose activity change, negative = inhibition, hits mostly inhibitors. hit rate 0.007% among 270,000. AID 1868; note: potency is the fitted concentration of half-maximal effect; % is set by controls: 0 for no effect and ±100 for the full control effect
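Luminescence from leftover ATP (Ultra-Glo luciferase/luciferin) served as read-out after a 1 h room-temperature reaction of 5 nM GALK with 35 uM ATP and 100 uM galactose.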
CXXC DNA block: MLL CXXC-DNA interaction inhibition | Q03164 | MLL-CXXC / FITC-HOXA9 DNA fluorescence polarization | AID 2662 | hit rate 0.037% among 290,000 | Potency, µM (highest dose often 115 µM), for inactives: top-dose activity change, negative = inhibition, actives largely listed as inhibitors; active = well fitted inhibition curve with a large enough effect in the polarisation, with a control signal flat, not every such curve was filed as active; inconclusive = small, poorly fitted or top-dose-only effect, or effect the other way, or a change in a side signal; inactive = no such curve, though single readings can be large or run the other way; the % refers to the polarisation; note: potency is the fitted concentration of half-maximal effect
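Fluorescence polarization: 7 uM MLL-CXXC (stock) preincubated 5 min with compounds, then 50 nM fluorescein-HOX-A9 DNA (stock) added; 30 min ambient. Buffer 50 mM Tris-HCl pH 7.5, 50 mM NaCl, 1 mM DTT, 0.05% BSA.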
KCNH2 3.1 inh: KCNH2 3.1 (human) potassium channel inhibition; U2OS KCNH2 3.1, thallium flux FluxOr; stronger effect = lower value; hit rate 0.95% among 340,000; activity change, % (tested at about 1.8 µM); AID 720553;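 active = maximum activity change below -70%; inconclusive = maximum activity change from -70% to -50%; inactive = maximum activity change above -50%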;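 note: thallium influx rate constant from kinetic fluorescence after stimulation buffer; % is set by controls: 0 for no effect and ±100 for the full control effect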
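Steps: virus added to U2OS suspension (4 h, RT, dark); medium with 10% FBS added, cells plated, 37 C overnight; FluxOr/Red40 loading buffer 45 min RT; stimulation buffer, 2 min kinetic read; rate constant normalized.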
ASM inhibitor: human S-ASM enzyme inhibition. P17405. placental ASM, HMU-PC fluorogenic substrate, 60 min. Potency, µM (doses to about 57.5 µM), for inactives: at the highest dose activity change, negative = inhibition, usual class: inhibitors. hit rate 0.006% among 340,000. AID 504937; note: potency is the fitted concentration of half-maximal effect
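Human placenta-derived ASM enzyme was preincubated with compound for 10 minutes at room temperature, then given fluorogenic substrate HMU-PC0 (9 uM final) for 60 minutes at 37 °C; a pH 10 stop preceded fluorescence reading at Ex 386/Em 447 nm.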
MBNL1-CUG inh: inhibitors of human MBNL1 binding to CUG repeat RNA; Q9NR56; Potency, µM (titrated, usually from 57.5 µM), inactives show top-dose activity change, negative = inhibition, usual class: inhibitors; TR-FRET MBNL1-His/biotin-(CUG)12 binding, 665/545 ratio; hit rate 0.036% among 280,000; AID 2675; active = well fitted inhibition curve with a large enough effect in the signal ratio, with a control signal flat, not every such curve was filed as active; inconclusive = small, poorly fitted or top-dose-only effect, or effect the other way, or a change in a side signal; inactive = no such curve, though single readings can be large or run the other way; the % refers to the signal ratio; note: potency is the fitted concentration of half-maximal effect; % is set by controls: 0 for no effect and ±100 for the full control effect
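Compounds (final 92 nM to 58 uM) are added to His-tagged MBNL1 and biotin-(CUG)12, then terbium anti-His antibody and streptavidin-XL665 (5 nM final). After 60 min at room temperature, the 665/545 nm ratio is read.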
A-T KAP1 phos: potential ataxia-telangiectasia treatment; […] A-T fibroblasts, KAP-1 phosphorylation AlphaLISA; neocarzinostatin DNA damage 30 min before lysis; Potency, µM (titrated, usually from 57.5 µM), inactives show top-dose activation, most hits filed as activators; hit rate 0.19% among 320,000; AID 485349; note: potency is the fitted concentration of half-maximal effect; % of control where 0% means no effect; nearly all actives have a fitted effect of over 45% in size
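ATM-like activity read as KAP-1 phosphorylation via AlphaLISA donor/acceptor antibody pairs after lysis and 6 hr at 25C. Cells were ATM-null patient fibroblasts ([…], hTERT), dosed 60 min, then exposed to the DSB inducer NCS for 30 min.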
Coupling enz: inhibits coupling enzyme system, counter-screen for aldolase hits; coupling enzyme system counterscreen, AmpLite Red fluorescence; activity change, negative = inhibition, % at 58.2 µM, hits read low; hit rate 0.67% among 290,000; in the data active = activity change below about -30%; note: % is set by controls: 0 for no effect and ±100 for the full control effect
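Counterscreen of the coupled detection system alone, without aldolase: glyceraldehyde-3-phosphate coupling enzymes plus AmpLite Red readout. Compounds at 57.5 uM final, 10 min RT preincubation, 20 min RT reaction, fluorescence 525/598 nm.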
Numbers without * were called inactive; ? = inconclusive; · = not tested or not shown; [ ] = remark or other dose. Unless noted, calls come from the whole dose curve; as a rule, active = well fitted curve in the direction sought with a large enough effect; inconclusive = small, poorly fitted or top-dose-only effect, or another doubt; inactive = no such curve, though single readings can be large; an effect the other way counts as inactive or inconclusive. This is a random part of the collection; overall some 2% were active at least once.

SMILES	Integrin act MD	TRPV1 ag	KCNH2 WT inh	GALK inhibitor	CXXC DNA block	KCNH2 3.1 inh	ASM inhibitor	MBNL1-CUG inh	A-T KAP1 phos	Coupling enz
CC(=O)OCCN(C)c1cc(SC(C)C)c2nonc2c1[N+](=O)[O-]	-18%	2	8	-1%	4%	-40	-1%	?	-10%	-23
Cc1ccc(N2C(=O)C3C=NNC3C2=O)cc1 (stereo not drawn)	0%	6	-2	0%	-19%	-17	2%	0%	1%	-1
CCOc1cc(N2CCOCC2)c(OCC)cc1NC(=O)CN1CCN(Cc2ccc3c(c2)OCO3)CC1	-13%	4	8	-3%	0%	-3	1%	1%	4%	1
CC(NC(=O)C1CCCN1S(=O)(=O)c1cccc2nsnc12)c1ccccc1 (stereo not drawn)	?	-3	-7	4%	-1%	-8	0%	?	-6%	·
O=C(CCc1ccccc1)Oc1ccccc1[N+](=O)[O-]	2%	·	-4	·	·	13	-2%	·	·	·
CC(C)C(NS(=O)(=O)c1cc(C(=O)O)ccc1Cl)C(=O)O (stereo not drawn)	0%	-4	-1	-2%	3%	0	-2%	-4%	7%	1
Cc1ccc(S(=O)(=O)c2c(N)n(/N=C/c3ccco3)c3nc4ccccc4nc23)cc1	6%	0	6	6%	17%	1	·	23%	2%	-7
COc1ccc(CSc2ncnc3sccc23)cc1F	-10%	9	2	7%	16%	6	-5%	1%	9%	2
CC(NC(=O)c1cccc(S(=O)(=O)N(C)c2ccccc2)c1)c1cccnc1 (stereo not drawn)	-10%	·	5	·	·	-10	2%	·	-3%	·
CC1CCC2C(=O)N(c3cccc(C(=O)Nc4ccc(F)cc4)c3)C(=O)C2C1 (stereo not drawn)	-10%	?	0	1%	-6%	3	-3%	1%	12%	0
CC1CCCN(c2ccc(C(=O)Nc3cccnc3)cc2[N+](=O)[O-])C1 (stereo not drawn)	0%	87*	17	4%	0%	3	-13%	?	-2%	-1
COc1ccc(NCc2nc3ccccc3n2CCOc2ccc(C)cc2)cc1	-36%	4	1	·	4%	-7	-17%	-5%	3%	-4
Cc1ccc(Cl)cc1NC(=O)CN1CCN(S(=O)(=O)N2CCC(C)CC2)CC1	10%	1	3	-2%	-1%	-16	-1%	-2%	-3%	1
O=C(Nc1ccccc1F)c1ccc2ncsc2c1	3%	?	13	·	17%	3	10%	-1%	-5%	3
CC(=O)c1cccc(NC(=O)c2ccccc2N(Cc2ccccc2)S(C)(=O)=O)c1	?	-1	11	8%	-9%	3	4%	-4%	0%	0
COc1cc(CN2CCN(C3CCC3)CC2CCO)cc(OC)c1 (stereo not drawn)	15%	0	-7	2%	-8%	1	2%	-2%	-6%	2
CC1CCCCN1C(=O)c1cc(-c2ccc(Cl)c(Cl)c2)on1 (stereo not drawn)	?	?	-5	0%	-1%	-7	-7%	15%	7%	4
COc1cccc(-c2nnc(SCC(=O)Nc3ccc(S(N)(=O)=O)cc3)n2C)c1	3%	2	-4	0%	2%	-5	-2%	2%	6%	-2
Cn1c(SCc2ccc([N+](=O)[O-])cc2)nnc1-c1ccncc1	11%	0	-2	0%	-5%	-1	1%	?	3%	0
CCOC(=O)C1=C(N)N2C(=O)C(C)SC2=C(C(=O)OC)C1c1cccc(OC)c1 (stereo not drawn)	?	?	-12	2%	5%	1	-14%	6%	2%	4
CCn1cc(C(=O)O)c(=O)c2cc(F)c(N3CCN(C(=S)NC(=O)c4ccccc4Br)CC3)cc21	-14%	0	-8	1%	-9%	-3	-4%	2%	1%	6
COC(=O)N1N=C(c2ccc(Br)cc2)CC1(O)C(F)(F)F (stereo not drawn)	-5%	13	0	0%	-3%	8	4%	-5%	8%	1
COc1ccc(C(=O)NCC(c2cccnc2)N2CCN(c3ccccc3OC)CC2)cc1OC (stereo not drawn)	5%	0	7	2%	4%	-1	0%	0%	-1%	6
O=C(CC12CC3CC(CC(C3)C1)C2)NCCN1CCOCC1	-3%[7.66 µM]	-1	9	-2%	5%	-1	3%	1%	-3%	4
COc1ccccc1N1CCN(C2CCCN(C(=O)c3cccc(-c4ccco4)c3)C2)CC1 (stereo not drawn)	-18%	?	10	4%	0%	1	3%	1%	0%	·
CC(C)(C)N/N=C/c1cc(Cl)cc([N+](=O)[O-])c1O	7%	-17	0	0%	0%	5	-2%	·	11%	-3
Fc1ccc(N2CCN(Cc3c[nH]c4ccccc34)CC2)cc1	·	10	·	5%	-3%	·	·	-26%	-4%	-1
COc1cccc(-c2nnc(Nc3nc4c(F)cccc4s3)o2)c1	-43%	2	-13	-17%	-1%	-2	·	?	22%	-1
Cc1cccc(N2CCN(C(=O)c3cccc(N4C(=O)C5C6C=CC(C6)C5C4=O)c3)CC2C)c1 (stereo not drawn)	-7%	-7	0	-1%	-3%	0	-3%	3%	3%	2
CCSc1nnc2c(n1)OC(C)(C)Nc1ccccc1-2	6%	-3	-15	6%	-1%	11	-3%	16%	-1%	3
O=C(Nc1cccc(C(=O)Nc2ccc(Br)cc2)c1)c1ccccc1	-37%	?	-7	-1%	1%	0	-10%	4%	3%	1
O=C(Nc1ccc(Cl)cc1)C1(S(=O)(=O)c2ccccc2)CC1	-12%	·	5	·	·	0	2%	·	28%	·
O=S(=O)(Nc1ccc(Cl)cn1)c1cnc(Cl)c(Br)c1	10%	1	-15	-1%	-3%	3	0%	3%	-3%	11
Fc1cccc(CCN2C(=S)NC[C@@H]2Cc2ccccc2)c1	0%	7	8	-1%	-6%	17	-10%	0%	12%	-1
Cc1cc2nccnc2cc1C	-1%	·	-7	·	·	-4	1%	·	·	·
Cc1csc(N/N=C/c2ccc(O)c([N+](=O)[O-])c2)n1	-7%	-2	-1	5%	-13%	-21	0%	?	·	-4

Overlap with the part before: two entries, then new ones.
SMILES	Integrin act MD	TRPV1 ag	KCNH2 WT inh	GALK inhibitor	CXXC DNA block	KCNH2 3.1 inh	ASM inhibitor	MBNL1-CUG inh	A-T KAP1 phos	Coupling enz
Cc1cc2nccnc2cc1C	-1%	·	-7	·	·	-4	1%	·	·	·
Cc1csc(N/N=C/c2ccc(O)c([N+](=O)[O-])c2)n1	-7%	-2	-1	5%	-13%	-21	0%	?	·	-4
Nc1nc(SCc2ccccn2)c2ncn(C3CCCC3)c2n1	-10%	·	-2	·	·	-23	-2%	·	·	·
CC(=O)Nc1ccc(NC(=O)c2ccc(Cn3cc(Cl)cn3)cc2)cc1	25%	1	-6	0%	23%	-6	-2%	-3%	1%	0
CCOC(=O)c1nnn(-c2nn3nnnc3c3ccccc23)c1C	-55%[inhibitor]	1	-8	-1%	1%	5	1%	?	7%	5
O=S(=O)(NCCc1csc(-c2ccccc2)n1)c1cccnc1	?	8	-8	-2%	2%	18	-23%	-7%	-3%	2
CCc1nc2sccc2c(=O)n1N	4%	3	-4	-3%	24%	19	0%	-3%	2%	1
O=C(O)c1ccc(NC(=O)c2cn(-c3ccccc3)nc2-c2cccc(Cl)c2)cc1	-9%	3	5	0%	-24%	3	-3%	6%	-3%	6
O=C(O)CCC(=O)NCc1cn(-c2ccccc2)nc1-c1cccc(Br)c1	3%	?	2	-3%	9%	11	5%	-14%	-2%	1
CS(=O)(=O)c1ccc2nc(NC(=O)c3ccc(NS(=O)(=O)c4ccc(F)c(F)c4)cc3)sc2c1	-10%	7	-8	0%	1%	-2	53%[activator]	21%	-7%	1
CCOc1cc(S(=O)(=O)NC2CCCCC2)ccc1F	-19%	3	8	-2%	-10%	17	-4%	2%	-4%	-1
Cc1ccc(N2CCCCn3c2nc2c3c(=O)n(CC(=O)O)c(=O)n2C)cc1	5%	-1	-18	4%	-27%	-1	6%	4%	6%	6
COc1ccc(CC(=O)NNS(=O)(=O)c2ccc(F)cc2)cc1OC	3%	7	-17	-2%	-2%	-1	8%	1%	2%	3
CC(C)NC(=O)c1ccc2c(=O)n(Cc3ccco3)c(=S)[nH]c2c1	3%	-2	12	3%	-5%	9	2%	-13%	4%	0
COc1ccc(-c2ccc(SCC(=O)NCc3ccco3)nn2)cc1OC	-20%	-4	7	4%	-3%	13	-1%	3%	-5%	-5
Cc1ccc(-c2cc(C(=O)NCCCn3ccnc3)c3ccccc3n2)s1	-24%	3	-7	2%	-6%	-25	465%[activator]	?	13%	2
Nc1ccc(C(=O)OCC(=O)NC2CCS(=O)(=O)C2)cc1[N+](=O)[O-] (stereo not drawn)	?	-1	-16	1%	3%	7	-2%	·	-4%	1

Structures listed above marked active in TRPV1 ag:
smiles	Integrin act MD	TRPV1 ag	GALK inhibitor	CXXC DNA block	ASM inhibitor	MBNL1-CUG inh
CC1CCCN(c2ccc(C(=O)Nc3cccnc3)cc2[N+](=O)[O-])C1 (stereo not drawn)	0%	87*	4%	0%	-13%	?
